Bioassay records from PubChem.
SRC1 TRFRET art: counter-screen for PPARgamma SRC-1 recruitment agonists: TR-FRET artefact. TR-FRET ratio at 8 µM. TR-FRET detection artefact counter-screen, emission ratio; stronger effect = higher value. actives 0.34% (n = 99,000); in the data active means TR-FRET ratio above about 2300; further: inactives centre near 1800; reference of the scale not given here
SRC3 TRFRET art: TR-FRET artefact, counter-screen to PPARgamma/SRC-3 agonist assay; TR-FRET ratio at 8 µM; AID 1048; actives 0.39% (n = 99,000); PPARgamma/SRC-3 format; stronger effect = higher value; in the data active means TR-FRET ratio above about 2000; further: inactives centre near 1600; reference of the scale not given here
* hit, by the source's call. Not all compounds are listed (hit frequency here may not be typical).

Sequence of screens – SRC1 TRFRET art	SRC3 TRFRET art
Cc1ccc(Cl)cc1N1CCN(C(=O)C(=O)N2CCCCC2)CC1
  1714	1492
COC(=O)CC1C(=O)NCCN1C(=O)CSc1nc2cc(Cl)ccc2o1 (centres undefined)
  1803	1475
Cc1ccc(C(=O)NC(=C(Cl)Cl)S(=O)(=O)c2ccccc2)cc1
  1941	1699
CC1=[N+](CC(=O)c2ccccc2)CCn2cccc21
  1518	1631
Cc1ccc(/C=C/C(=O)CCC(=O)O)cc1
  2089	1604
O=C(COc1ccccc1)Nc1ccc(NC(=O)c2ccco2)cc1
  1946	1580
CNC(=O)/C(C#N)=C/c1c(N(Cc2ccccc2)Cc2ccccc2)nc2ccccn2c1=O
  1762	1503
COc1cc(C2C(C#N)=C(N)N(c3ccc(F)cc3)C3=C2S(=O)(=O)CC3)ccc1O (centres undefined)
  1857	1536
O=C(c1ccc(Cl)c([N+](=O)[O-])c1)N1CCN(c2ccccn2)CC1
  1446	1447
Cc1ccc(Sc2ncnc(N)c2[N+](=O)[O-])cc1
  1786	1600
O=C(/C=C/c1cn(-c2ccccc2)nc1-c1cccnc1)N1CCCC1
  1822	1684
O=c1c(Cl)c(NC2CC2)cnn1-c1ccccc1
  1519	1376
CN(C)c1ccc(/C=N/NC(=O)CCCO)cc1
  2046	1778
CCC(Sc1ccc2nnc(-c3cccnc3)n2n1)C(=O)OC (centres undefined)
  1701	1465
CC(C)(C)C(=O)/C(C#N)=C/c1ccc(O)cc1
  1617	1520
Cc1ccc(C(=O)NCCn2c(N)c(C#N)c3nc4ccccc4nc32)cc1
  1822	1787
CCN(CC)S(=O)(=O)c1ccc(Cl)c(NC(=O)c2cc(Cl)cc(Cl)c2)c1
  1608	1498
CCn1cc(Cl)c(C(=O)NNC(=O)CCn2nc(C)c([N+](=O)[O-])c2C)n1
  1690	1533
Cc1cc(F)c(F)c(C(=O)N2CCCCC2C)c1Cl (centres undefined)
  2074	1710
CC1CCCCC1NS(=O)(=O)c1ccc(S(=O)(=O)N2CCN(CCC#N)CC2)cc1 (centres undefined)
  1712	1603
CCN(C(=O)CC(C)C)c1nnc(Cn2nnc3ccccc32)s1
  1721	1629
O=C1OC(/C(=C\Nc2ccc(F)cc2F)[N+](=O)[O-])c2ccccc21 (centres undefined)
  1726	1524
CCOc1ccccc1C(=O)NN1C(=O)C2CCCCC2C1=O (centres undefined)
  1631	1549
COC(=O)CSc1nnc(-c2ccc(OC)c(OC)c2)o1
  1799	1545
COc1cc(OC)cc(C(=O)N2CCC(C(=O)Nc3ccc4c(c3)OCCO4)CC2)c1
  1916	1596
CCCN(C(=O)CSc1nc2c(cnn2-c2ccccc2)c(=O)[nH]1)C1CCS(=O)(=O)C1 (centres undefined)
  1613	1878
Cc1csc(CN(C)C(=O)CC2C(=O)NCCN2CC(C)(C)C)n1 (centres undefined)
  2119	1592
COc1cc(NC(=S)NNC(=O)CC(C)C)c(OC)cc1Cl
  1999	1902
O=c1[nH]c(CSc2nc(-c3ccccc3)cs2)nc2ccccc12
  1797	1661
Cc1cccc(N=Nc2ccc(O)c3ncccc23)c1
  1760	1713
Cc1onc(-c2c(F)cccc2Cl)c1C(=O)NC1=NCCS1
  1849	1431
Cc1ccc(S(=O)(=O)Nc2c(C)n(C)n(-c3ccccc3)c2=O)cc1
  1571	1227
Cc1nnc(SCC(=O)N2CCOCC2)[nH]c1=O
  2025	1631
N#C/C(=C\c1cn(-c2ccccc2)nc1-c1cc2ccccc2o1)c1nc2ccccc2[nH]1
  1875	1492
COc1ccc(-c2csc(CCN3N=C(C)CC3=O)n2)cc1
  1821	1367
Cc1cccc2cncc(OCc3nnc(SC(F)F)n3C)c12
  1745	1752
Cc1cccc(COCC(CC(C)C)N2CCN(C(=O)c3ccc(C(F)(F)F)cc3)CCC2=O)c1 (centres undefined)
  1693	1466
COc1cc(C(=O)NNC(=S)NC(=O)c2ccc(Cl)cc2)cc(OC)c1OC
  1752	1567
CCC(C)(C)NC(=O)C(c1cccs1)N(C(=O)c1ccn[nH]1)c1cccc(OC)c1 (centres undefined)
  1899	1696
C#C[C@]1(O)CC[C@H]2[C@@H]3CCc4cc(O)ccc4[C@H]3CC[C@@]21C
  1798	1749
NNc1nc2ccc(F)cc2s1
  1973	1610
COc1ccc(C(=O)N2CCOC2CNC(=O)C(=O)NCc2ccc3c(c2)OCO3)cc1 (centres undefined)
  1968	1283
CCOC(=O)c1c(N)sc2c1CCCC2
  1671	1498
Cc1cc(C)c2[nH]c(=O)c(CN(Cc3cccs3)C(=S)NCc3ccco3)cc2c1
  1702	1333
CC(=O)N1Cc2ccccc2CC1C(=O)N1CCN(c2ccccc2)CC1 (centres undefined)
  1668	1594
COC(=O)c1ccccc1NC(=O)NCCc1ccccc1OC
  1906	1684
COc1ccc(OC)c(NC(=O)CSc2nnnn2C)c1
  1793	1883
NC(=S)N/N=C/c1ccc2c(c1)OCCO2
  1920	1618
Cc1ccc(NC(=O)CN(C)C(=O)Cn2cc(C(F)(F)F)cc(Cl)c2=O)cc1
  1668	1525
CCN(CCO)C(=O)CC1C(=O)NCCN1Cc1c(F)cccc1Cl (centres undefined)
  1668	1706

Another view of some results above.
> Cc1ccc(NC(=O)CN(C)C(=O)Cn2cc(C(F)(F)F)cc(Cl)c2=O)cc1
- SRC1 TRFRET art: 1668
- SRC3 TRFRET art: 1525
> CCN(CCO)C(=O)CC1C(=O)NCCN1Cc1c(F)cccc1Cl (centres undefined)
- SRC1 TRFRET art: 1668
- SRC3 TRFRET art: 1706

Random excerpt: 2 records from the list.
Sequence of screens – SRC1 TRFRET art	SRC3 TRFRET art
Cc1ccc(NC(=O)CN(C)C(=O)Cn2cc(C(F)(F)F)cc(Cl)c2=O)cc1
  1668	1525
COc1ccc(C(=O)N2CCOC2CNC(=O)C(=O)NCc2ccc3c(c2)OCO3)cc1 (centres undefined)
  1968	1283

Further results follow:
Sequence of screens – SRC1 TRFRET art	SRC3 TRFRET art
CCc1ccccc1NC(=O)c1ccc(Cn2cc([N+](=O)[O-])cn2)cc1
  1673	1485
O=C(O)c1cn(Cc2ccccc2Cl)c2ccc(S(=O)(=O)N3CCOCC3)cc2c1=O
  1709	1504
O=C(Nc1cccc2ncccc12)c1ccc(OCc2ccccc2)cc1
  1516	1619
CC(C)COc1ccc(C(=O)Nc2ccc([N+](=O)[O-])cc2)cc1
  1862	1679
NC(=O)C1CC(=O)N(c2ccc(OCc3ccc(Cl)cc3)cc2)C1 (centres undefined)
  1657	1670
N#CCc1ccc(NS(=O)(=O)c2ccc(C3CCCCC3)cc2)cc1
  1920	1399
Cn1c(=O)c2[nH]c(-c3ccccc3Cl)c(O)c2n(C)c1=O
  1667	1751
O=C(N/N=C/c1cc2c(cc1Br)OCO2)c1c[nH]c2ccccc12
  1831	1503
COc1ccc(O)c(/C=N/n2c(-c3ccco3)csc2=Nc2cccnc2)c1
  2230	1697
COC(=O)CNC(=O)c1ccc2c(c1)S(=O)(=O)c1ccccc1C2=O
  1757	1491
CCCN(CCC)CC(O)CN1C(=O)NC(C)(C)C1=O (centres undefined)
  1629	1429
CCc1ccc(-c2cc(C(=O)N/N=C/c3c[nH]c4ccccc34)[nH]n2)cc1
  1789	1633
Cc1cccc(NC(=O)CSc2nnc(-c3cc(C)n(-c4ccccc4)c3C)o2)c1C
  1514	1642
CCn1c2ccccc2c2cc(NC(=O)COC(=O)c3cccc(S(=O)(=O)NC)c3)ccc21
  1603	1535
Cc1nnc(SCc2nnc(-c3cccs3)o2)s1
  1949	1454
Cc1ccc(Cl)cc1N1CCN(C(=O)c2ccc3nc[nH]c3c2)CC1
  1881	1615
CCOCCCNC(=S)Nc1cc(C)cc(C)c1
  2013	1694
Cc1cc2cc(C)c(NCCNC(=O)c3ccccc3F)nc2cc1C
  1894	1463
CC(=O)OCC1=C(C(=O)O)N2C(=O)C(NC(=O)CCn3nc(C)c(Cl)c3C)C2SC1 (centres undefined)
  1706	1416
COc1cc(Cc2ccc(N)c(OC)c2)ccc1N
  1889	1778

One compound at a time, from the list above:
COc1cc(OC)cc(C(=O)N2CCC(C(=O)Nc3ccc4c(c3)OCCO4)CC2)c1 reads SRC1 TRFRET art: 1916; SRC3 TRFRET art: 1596
COC(=O)CNC(=O)c1ccc2c(c1)S(=O)(=O)c1ccccc1C2=O reads SRC1 TRFRET art: 1757; SRC3 TRFRET art: 1491

New compounds follow.
Sequence of screens – SRC1 TRFRET art	SRC3 TRFRET art
NS(=O)(=O)c1cccc(NC(=O)CCSc2ccc(Cl)cc2)c1
  1712	1534
Cn1c(CN2CCCCC2)nc2cc([N+](=O)[O-])ccc21
  1677	1536
Cc1nc(NS(=O)(=O)c2ccccc2)sc1C(=O)NN
  1732	1830
COc1ccc2c(CC(=O)Nc3nccs3)coc2c1
  1659	1414
C#CCn1c(C)cc(C)c(S(=O)(=O)c2ccccc2)c1=O
  1822	1531
CC1=C(C(=O)OCC2CCCO2)C(c2ccc(O)cc2)NC(=O)N1 (centres undefined)
  1577	1804
CS(=O)(=O)CCC(C(=O)OCc1ccc(Cl)cc1)N1C(=O)c2ccccc2C1=O (centres undefined)
  1791	1430
CCOC(=O)c1c(C)[nH]c(C(=O)COC(=O)CCC(=O)c2ccc3c(c2)OCCO3)c1C
  1915	1718
COc1ccc(OCc2cccc(C(=O)Nc3ccc(CN4CCCCC4)cc3)c2)cc1
  1764	1412
NC1=NC(=O)C(CC(=O)c2ccc(Cl)cc2)S1 (centres undefined)
  2019	1725

Further records follow:
| structure | SRC1 TRFRET art | SRC3 TRFRET art |
| --- | --- | --- |
| COCCNC(=O)CCc1nnc(Cc2ccc(-c3ccccc3)cc2)o1 | 1434 | 1706 |
| CCCC1=NN(C(=O)CCc2ccccc2O)C(O)(C(F)(F)F)C1 (centres undefined) | 1761 | 1755 |
| CCOC(=O)c1ccccc1NC1c2ccccc2C(=O)N1c1ccc(C)cn1 (centres undefined) | 2005 | 1620 |
| Cc1nc(SCC(=O)c2cc3ccccc3oc2=O)c(C#N)c(-c2ccccc2)c1C(=O)Nc1ccccc1 | 1988 | 1657 |
| Cn1c(SCC(=O)NCCN2C(=O)CSC2=O)nnc1-c1ccccc1 | 1903 | 1580 |
| CCO[C@H]1OC(C(=O)N2CCCCCCC2)=C[C@@H](C2CCCCC2)[C@@H]1CCCO | 1943 | 1719 |
| O=C(NN=C1CCCC1)c1cccs1 | 1543 | 1377 |
| O=[N+]([O-])c1nn(-c2ccc3c(c2)OCCO3)n(O)c1=Nc1ccccc1 | 1783 | 1573 |
| C/C(=N\NC(=O)c1nn(C)c(C)c1Br)c1ccc(NC(=O)c2ccc(C)s2)cc1 | 1757 | 1390 |
| O=c1[nH]c2cc([N+](=O)[O-])c(NCCO)c([N+](=O)[O-])c2[nH]1 | 1498 | 1732 |
| COC(=O)c1c(NC(=O)Cc2cccs2)sc(C)c1C | 1696 | 1222 |
| CS(=O)(=O)c1ccc(Cl)c(NC(=O)COC(=O)c2cccc(C#N)c2)c1 | 2057 | 1662 |
| COc1ccc(-n2nnnc2SCC(=O)NCCc2ccccc2)cc1OC | 1654 | 1398 |
| Cc1cccc(C)c1NC(=O)c1cn(-c2ccccc2)nc1-c1ccccc1 | 1954 | 1674 |
| O=C(O)c1cccc(NC(=S)N/N=C/c2ccccn2)c1 | 2045 | 1701 |
| Cc1nc[nH]c(=O)c1Br | 1709 | 1492 |
| CC(C)C(=O)Nc1cccc(NC(=O)c2cccc(F)c2)c1 | 1853 | 1585 |
| CCCCCCC(=O)NNC(=O)c1c(O)c2ccccc2n(CC)c1=O | 1873 | 1602 |
| CC(=O)Nc1ccc(S(=O)(=O)NCC2CCC(C(=O)NC3CCCCCC3)CC2)cc1 (centres undefined) | 1768 | 1742 |
| COc1cc(/C=C(\NC(C)=O)C(=O)Nc2cccc(O)c2)ccc1OC(C)=O | 1882 | 1431 |
| C=CCn1c(C(CCCC)CC(O)COCC(C)C)n[nH]c1=S (centres undefined) | 2013 | 1599 |
| O=C(N/N=C/c1ccc(N2CCCCC2)o1)c1ccccc1[N+](=O)[O-] | 1867 | 1386 |
| COc1ccc(Cl)cc1NC(=O)CN(C)CC(=O)Nc1ccc(C)cc1Br | 1907 | 1765 |
| O=C(NCc1ccc2c(c1)OCO2)c1ccc(S(=O)(=O)N2CCOCC2)cc1 | 1802 | 1599 |
| O=C(O)Cc1ccc(NC(=O)CCN2C(=O)c3ccc([N+](=O)[O-])cc3C2=O)cc1 | 1795 | 1618 |
| Cc1nnc(Sc2cc(NCCCO)c([N+](=O)[O-])c3nonc23)s1 | 1747 | 1508 |
| Cc1c(Cl)c([N+](=O)[O-])nn1CCCC(=O)Nc1c(C)n(C)n(-c2ccccc2)c1=O | 1858 | 1839 |
| O=C(COC(=O)/C=C/c1ccc(Cl)cc1)Nc1ccc2c(c1)OCCO2 | 1903 | 1627 |
| CCC(=O)c1ccc(OCCn2cnc3ccccc32)cc1 | 1828 | 1622 |
| COc1ccc(-c2[nH]n(-c3ccc([N+](=O)[O-])cc3)c(=O)c2C=NCCN2CCNCC2)cc1 | 1683 | 1501 |
| CCc1nnc(N/N=C/c2ccc(-c3ccc([N+](=O)[O-])cc3)o2)n1N | 2011 | 1489 |
| COc1ccc(N(C(=O)CSCC(=O)Nc2cc(C)on2)C(C(=O)NC2CCCCC2)c2ccc(O)c(O)c2)cc1 (centres undefined) | 1769 | 1501 |
| O=C(NC1CCN(Cc2ccccc2)CC1)c1cncc(Br)c1 | 1550 | 1502 |
| Cc1cc(NC(=O)COC(=O)c2oc3c(Cl)cccc3c2C)no1 | 1890 | 1564 |
| CCn1cc(Cl)c(C(=O)Nc2ccc3c(c2)OCCO3)n1 | 2002 | 1555 |
| CCc1nnc(NC(=O)CCC(=O)N2CCN(C3c4ccccc4-c4ccccc43)CC2)s1 | 1756 | 1702 |
| Cn1c(C2=C(O)CN(c3ccccc3)C2=N)nc2ccccc21 | 1725 | 1424 |
| COc1ccc(-n2c(=O)[nH]c3c(C(N)=O)nc(C4CCCCC4)nc32)cc1 | 1611 | 1581 |
| CN1CCN(/N=C/c2ccc(C#N)cc2)CC1 | 1680 | 1691 |
| COc1cccc(/C=N/NC(=O)c2cnccn2)c1 | 1522 | 1633 |
| Oc1c(N=NC(=S)Nc2ccccc2F)c2ccccc2n1Cc1ccccc1F | 1745 | 1636 |
